Screening data as filed in PubChem BioAssay.
EPAC2 agonist: qHTS for Agonist of cAMP-regulated guanine nucleotide exchange factor 4 (EPAC2): primary screen. AID 720711, 2013. Potency, µM (series often up to 154 µM), without a hit: at the top dose activation, most hits filed as activators. 360,000 tested, 0.079% active. Rap guanine nucleotide exchange factor 4 (Homo sapiens), Q8WZA2. EPAC2 activation, biochemical qHTS; response scale: 100% = 6.5 mM cAMP response; note: nearly all actives have a fitted effect of over 50% in size
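Compounds were added across a concentration range to EPAC2 (100 nM), RAP1B-BODIPY-GDP (250 nM) and GDP (50 uM). After 5 min at room temperature, fluorescence was recorded at 5-min intervals for 30 min.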
EPAC1 antag: qHTS for Antagonist of cAMP-regulated guanine nucleotide exchange factor 3 (EPAC1): primary screen. Potency, µM (highest dose often 115 µM), inactives show at the top dose activity change, negative = inhibition, most hits filed as inhibitors. AID 720709, 2013. Rap guanine nucleotide exchange factor 3 (Homo sapiens), O95398. 360,000 tested, 0.14% active. EPAC1 GEF assay, Rap1b-BODIPY-GDP exchange fluorescence;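 note: plate controls were vehicle for no effect and positive control for full effect; nearly all actives have a fitted effect of over 50% in size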
Target sequence (O95398 whole entry, looked up): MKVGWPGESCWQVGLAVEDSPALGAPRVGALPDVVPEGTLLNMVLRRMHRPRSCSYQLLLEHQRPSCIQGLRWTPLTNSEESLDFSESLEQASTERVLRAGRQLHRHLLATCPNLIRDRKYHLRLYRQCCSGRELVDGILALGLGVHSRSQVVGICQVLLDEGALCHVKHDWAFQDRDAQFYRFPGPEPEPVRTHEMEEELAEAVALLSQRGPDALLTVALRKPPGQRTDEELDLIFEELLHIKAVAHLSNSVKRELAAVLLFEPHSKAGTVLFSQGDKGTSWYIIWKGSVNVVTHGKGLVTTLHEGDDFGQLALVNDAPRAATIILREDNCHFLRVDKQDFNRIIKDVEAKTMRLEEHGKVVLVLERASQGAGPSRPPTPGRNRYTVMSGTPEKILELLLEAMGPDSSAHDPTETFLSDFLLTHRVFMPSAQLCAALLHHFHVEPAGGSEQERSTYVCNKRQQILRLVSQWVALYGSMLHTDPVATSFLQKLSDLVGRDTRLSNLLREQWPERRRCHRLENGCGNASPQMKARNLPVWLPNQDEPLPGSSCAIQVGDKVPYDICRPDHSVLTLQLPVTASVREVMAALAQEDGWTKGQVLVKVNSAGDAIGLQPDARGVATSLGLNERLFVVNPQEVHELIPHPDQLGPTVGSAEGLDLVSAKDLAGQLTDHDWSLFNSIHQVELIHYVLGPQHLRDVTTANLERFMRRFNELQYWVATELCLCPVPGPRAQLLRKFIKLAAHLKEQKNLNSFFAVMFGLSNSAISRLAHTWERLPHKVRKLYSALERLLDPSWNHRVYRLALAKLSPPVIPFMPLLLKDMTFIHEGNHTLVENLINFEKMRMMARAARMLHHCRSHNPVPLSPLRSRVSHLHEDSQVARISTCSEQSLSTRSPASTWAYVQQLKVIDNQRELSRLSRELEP
EPAC1 ag: qHTS for Agonist of cAMP-regulated guanine nucleotide exchange factor 3 (EPAC1): primary screen | EPAC1 agonist qHTS, biochemical assay; response scale: 100% = response to 6.5 mM cAMP | AID 720707, 2013 | 360,000 tested, 0.073% active | Potency, µM (doses to about 154 µM), for inactives: at the highest dose activation, actives largely listed as activators; note: nearly all actives have a fitted effect of over 60% in size
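Compounds were pinned as a concentration titration into mixtures of EPAC1 (100 nM), BODIPY-GDP-loaded Rap1B (250 nM) and GDP (50 uM). After 5 min at room temperature, fluorescence was followed for 30 min; activity was scaled to 6.5 mM cAMP.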
EPAC2 antag: qHTS for Antagonist of cAMP-regulated guanine nucleotide exchange factor 2 (EPAC2): primary screen; 360,000 tested, 0.18% active; EPAC2 GEF exchange of Rap1B-BODIPY-GDP, fluorescence; Potency, µM (top dose mostly 114 µM), without a hit: top-dose activity, negative = inhibition, usual class: inhibitors; Rap guanine nucleotide exchange factor 4 (Homo sapiens), Q8WZA2; note: % is set by controls: 0 for no effect and ±100 for the full control effect; nearly all actives have a fitted effect of over 45% in size; many of its hits are not listed in these tables
PTHR1 ag: qHTS for PTHR1 Agonists: Primary Screen. Parathyroid hormone/parathyroid hormone-related peptide receptor (Homo sapiens), Q03431. HEK293 GP2 PTHR1 cells, GloSensor cAMP luminescence, 1 h. Potency, µM (highest dose often 115 µM), inactives show at the highest dose activation, actives largely listed as activators. 410,000 tested, 0.075% active; note: nearly all actives have a fitted effect of over 55% in size; some results filed as inactive show a strong effect at the top dose; inactives centre near -15; many of its hits are not listed in these tables
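HEK-293-derived GP2 cells expressing PTHR1 and a GloSensor cAMP reporter, 3,000/well, plated overnight, given luciferin plus IBMX (each 0.5 mM as added) for 1 h at 37 °C, then compound for 1 h at 37 °C. Luminescence was read after 15 min at room temperature.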
FUS suppressor: qHTS for Suppressors of FUS Proteinopathy: Primary screen using FUS-linked yeast assay | Potency, µM (highest dose often 76.6 µM), for the others: at the top dose growth rescue (activation), hits mostly activators | S. cerevisiae FUS-expressing, growth rescue, OD600, 24 h | 390,000 tested, 0.24% active;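 note: plate controls were DMSO vehicle for no effect and reference control for full effect; nearly all actives have a fitted effect of over 55% in size; some results filed as inactive show a strong effect at the top dose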
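Read-out: OD at 600 nm after 24hr at 30C, reporting rescue of FUS-induced yeast toxicity. Cells at OD 0.005 in galactose (2%) minimal medium; compounds tested in a dilution series; CP55940 titration from 92uM final as control.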
aSyn rescue: qHTS of alpha-syn Inhibitors. Yeast expressing alpha-synuclein, growth rescue, BacTiter-Glo, 24 h. 370,000 tested, 0.14% active. Potency, µM (highest dose often 46.1 µM), for inactives: at the top dose growth rescue (activation), most hits filed as activators. AID 652106, 2013; note: % of control where 0% means no effect; nearly all actives have a fitted effect of over 65% in size
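Galactose-induced alpha-syn yeast (OD600=0.02, raffinose-pregrown) + pinned cpd, 24 hr, 30 deg C; growth by BacTiter-Glo luminescence. Growth restoration scores as activation.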
TDP43 rescue: qHTS of TDP-43 Inhibitors; Potency, µM (titrated, usually from 46.1 µM), inactives show at the top dose growth rescue (activation), usual class: activators; 410,000 tested, 1.8% active; TDP-43 expressing yeast growth rescue, BacTiter-Glo, 24 h; AID 652104, 2013; note: % of control where 0% means no effect; nearly all actives have a fitted effect of over 50% in size
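Yeast cells expressing TDP-43 under galactose induction are exposed to compounds for 24 hr at 30 deg C. BacTiter-Glo luminescence measures growth, so protective compounds score as activators.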
An asterisk follows results filed as active; i = inactive; ? = inconclusive; . = no result given; & = joins results of further samples; [ ] = dose if it differs, or a comment. Calls come from the whole dose curve; as a rule, active = well fitted curve in the direction sought with a large enough effect; inconclusive = small, poorly fitted or top-dose-only effect, or another doubt; inactive = no such curve, though single readings can be large; an effect the other way counts as inactive or inconclusive. Potency is the fitted concentration of half-maximal effect.

structure | EPAC2 agonist | EPAC1 antag | EPAC1 ag | EPAC2 antag | PTHR1 ag | FUS suppressor | aSyn rescue | TDP43 rescue
CC(C)(C)N1C(=O)[C@H]2[C@@H](c3ccc(Br)cc3)N3C(=O)N(c4cccc(Br)c4)C(=O)[C@@]3(Cc3ccccc3)[C@H]2C1=O | 3% | -11% | -1% | -11% | i | 5µM* | 1% | 7%
CC1C(=O)N2CCCc3cc(NC(=O)C(=O)NCCCc4ccccc4)cc1c32 (configuration not stated) | 2% | 18% | 2% | 13% | i | 21% | 5% | ?
COc1ccc(C)cc1NC(=O)CSc1nnc(-c2cc3cccc(OC)c3o2)n1N | 0% | 3% | -4% | 2% | i | 43% | -11% | -10%
O=C(C1CCN(S(=O)(=O)c2cccc3nsnc23)CC1)N1CCn2c1nc1ccccc12 | -7% | 6% | 1% | -2% | -33%[inhibitor] | 13% | -5% | -2%
O=C(NC1CCS(=O)(=O)C1)/C(=C\c1ccccc1)NC(=O)c1ccccc1 (configuration not stated) | 2% | 13% | 4% | 4% | i | . | 5% | 24%
CCOC(=O)C1(Cc2cccc(OC)c2)CCCN(C(=O)CCN2CCCO2)C1 (configuration not stated) | 9% | 3% | 2% | -4% | -18% | -20% | 1% | 15%
Cc1onc(-c2c(Cl)cccc2Cl)c1C(=O)NCCc1ccncc1 | -2% | -5% | 4% | 20% | -3% | . | 0% | 13%
C/C(=N/OC(=O)c1ccccc1)c1oc(C)nc1C | 7% | -16% | 1% | -15% | -17% | 10% | -7% | 15%
Cc1occc1C(=O)Nc1sccc1C(N)=O | 7% | -4% | 12% | 2% | i | 7% | -37%[inhibitor] | 11%
COc1ccc2nc(/N=C/c3c(C)[nH]n(-c4ccc(C)cc4)c3=O)sc2c1 | -4% | 23% | 13% | -1% | -7% | 11% | -36%[inhibitor] | 4%
O=S(=O)(CC(CN1CCCCC1)N1CCCCC1)c1ccccc1 (configuration not stated) | 8% | 13% | -8% | -7%[57.1 µM] | -15% | -22% | 0% | -5%
COc1ccc(CCNC(=O)CC(NC(=O)c2ccccc2Cl)c2ccccc2)cc1 (configuration not stated) | -3% | -1% | 4% | 0% | -8% | . | -7% | 3%
C=C1C(C(=O)Nc2ccccc2)C1C(=O)Nc1ccccc1 (configuration not stated) | 11% | -13% | 0% | 11% | i | -2% | -5% | 3%
O=C(Cn1cc(COc2cc(F)cc(F)c2)nn1)c1ccc(O)cc1 | 9% | -10% | 6% | 12% | i | -8% | 9% | ?
O=C(N/N=C/c1ccc(O)c(Br)c1)c1cc2c(ccc3ccccc32)o1 | 6% | 1% | 5% | -5% | 13% | -10% | 3% | 3%

Whole records as entered above. Screens in order: EPAC2 agonist	EPAC1 antag	EPAC1 ag	EPAC2 antag	PTHR1 ag	FUS suppressor	aSyn rescue	TDP43 rescue
C/C(=N/OC(=O)c1ccccc1)c1oc(C)nc1C as listed: 7%	-16%	1%	-15%	-17%	10%	-7%	15%
COc1ccc2nc(/N=C/c3c(C)[nH]n(-c4ccc(C)cc4)c3=O)sc2c1 as listed: -4%	23%	13%	-1%	-7%	11%	-36%[inhibitor]	4%
Cc1occc1C(=O)Nc1sccc1C(N)=O as listed: 7%	-4%	12%	2%	i	7%	-37%[inhibitor]	11%
COc1ccc(CCNC(=O)CC(NC(=O)c2ccccc2Cl)c2ccccc2)cc1 (configuration not stated) as listed: -3%	-1%	4%	0%	-8%	.	-7%	3%

Next section
structure | EPAC2 agonist | EPAC1 antag | EPAC1 ag | EPAC2 antag | PTHR1 ag | FUS suppressor | aSyn rescue | TDP43 rescue
CC(OC(=O)CCC(=O)c1ccc(F)cc1)C(=O)NC1CCCCC1C (configuration not stated) | -3% | 2% | -4% | 1% | i | 6% | -8% | 18%
CC(C)(Oc1ccc(C2CC2(Cl)Cl)cc1)C(=O)O (configuration not stated) | 2% | -2% | -12% | 1% | -23% | -38% | 5%&14% | 22%
COc1ccc(S(=O)(=O)NCC2CCCN(C(=O)CSC)C2)cc1 (configuration not stated) | 3% | -1% | 12% | 9% | -16% | -22% | 8% | 15%
CCOC(=O)C1C(C#N)=C(N)OC(C)=C1c1ccncc1 (configuration not stated) | 3% | -2% | 6% | -4% | i | -17% | 0% | 16%
CCOc1ccccc1N1CCN(C(=O)c2ccccc2SCC(=O)N2CCCC2)CC1 | 5% | 7% | -11% | 1% | -20% | 21% | 0% | 12%
Cc1ccc(SCC(=O)Nc2ccc(-c3nnc(-c4ccco4)o3)cc2)cc1 | -3% | -6% | -9% | -2% | i | 6% | 4% | 0%
CC(C)c1ccc2c(c1)C1Cc3ccccc3C1N2 (configuration not stated) | 4% | ? | -13% | -15% | -34%[inhibitor] | . | -8% | -8%
Cn1nccc1C(=O)Nc1ccc2c(c1)OCO2 | 9% | 1% | -4% | -1% | i | -7% | -4% | 17%
CCOC(=O)Nc1nnc(-c2ccc(OC)cc2)s1 | 11% | 0% | -3% | 8% | i | -6% | 4% | -4%
COc1cc(-c2[nH]ncc2CN2CCN(c3cccc(C)n3)CC2)cc(OC)c1OC | 3% | 6% | 9% | -8% | -77%[inhibitor] | -3% | -5% | -12%
C1CC(CN2CCOCC2)CN(c2nc3nonc3nc2N2CCSCC2)C1 (configuration not stated) | 10% | 7% | 6% | 2% | i | 7% | 4% | -3%
O=C(CC1SC(=O)N(c2ccccc2)C1=O)Nc1ccccc1 (configuration not stated) | 2% | 12% | 1% | 16% | -31%[inhibitor] | ? | -4% | -6%
CC(=O)N1CCN(S(=O)(=O)c2cccc(C(=O)NNC(=O)COc3ccc(Cl)cc3C)c2)CC1 | 2% | -11% | 5% | 16% | i | 4% | -4% | -4%
COc1cccc(/C=C/c2onc(C)c2S(=O)(=O)N2CCC(C(=O)NC3CCCCCC3)CC2)c1 | -7% | 6% | -2% | 1% | i | -2% | -2% | 10%
CCOC(=O)C(=O)N(C)c1c(CC)nc2c(OCc3ccc(Cl)cc3)cccn12 | 11% | -19% | -3% | -9% | -24% | 3% | 1% | 2%
O=C1CC(c2ccccc2)CC(=O)N1c1ccccc1 | 4% | -6% | -3% | -1% | i | 10% | 0% | -16%
COc1ccccc1/C=N/OC(=O)c1ccc(C)cc1 | 17% | -2% | 15% | 7% | -2% | 26% | -17% | ?
CCC1CCCCN1C(=O)CSc1nc2ccsc2c(=O)n1Cc1ccccc1 (configuration not stated) | -2% | 3% | 2% | -3% | -19% | 16% | 12% | ?
Cc1ccc(-c2nnc(N3CCN(c4ccccn4)CC3)c3ccccc23)cc1 | 6% | -5% | 11% | -8% | 17% | ? | -23% | -38%[inhibitor]
c1ccc(-n2c(SCc3ccncc3)nnc2-c2ccco2)cc1 | 3% | -23% | -13% | -6% | i | 0% | -1% | -6%
CCOc1ccc(CCNC(=O)CCOc2cc(C)ccc2C)cc1OCC | 7% | 5% | -9% | -3% | 0% | 31% | 0% | -16%
CCOC(=O)c1cnc2ccc(Cl)cc2c1NCCN(C)C | -7% | 4% | -2% | 8% | i | -1% | -8% | ?
CC(=O)Nc1ccc(S(=O)(=O)N(CCCN2CCOCC2)Cc2cccs2)cc1 | 14% | -14% | -3% | 4% | 2% | -4% | -8% | 2%
O=C(O)c1cc2c(ccc3ccccc32)o1 | 2% | 6% | -2% | 4% | i | -12% | -7% | 15%
O=C(Cn1cc(COc2cccc([N+](=O)[O-])c2)nn1)c1ccc(O)cc1 | 3% | -24% | -8% | 7% | -12% | -17% | 5% | 18%
COc1cccc(/C=N/NC(=S)NCCc2ccccc2)c1OC | 18% | -15% | 12% | 4% | -25% | -7% | 2% | 3%
COc1cccc(C(=O)Nc2cc(NC(=O)c3cccs3)ccc2C)c1 | 8% | 20% | 10% | -4% | -23% | 12% | -1% | 11%
Cc1ccccc1C(=O)OCc1cnc(Cl)s1 | 9% | -29% | 4% | -13% | -30%[inhibitor] | -11% | 5% | 17%
Cc1ccc(C)c(S(=O)(=O)N2CCCOC2CNC(=O)C(=O)NCCc2ccco2)c1 (configuration not stated) | 0% | -4% | 13% | 5% | -70%[inhibitor] | 15% | 2% | -3%
N#Cc1cccnc1N1CCN(C(=O)c2cccs2)CC1 | 6% | -25% | 5% | -6% | -9% | 8% | 4% | 7%
O=C1C(Cl)=C(N2CCN(c3ccccc3[N+](=O)[O-])CC2)C(=O)c2ccccc21 | -4% | -5% | -2% | -5% | i | . | 12% | ?
CCCc1nc(-c2cc3ccccc3[nH]c2=O)no1 | 6% | -4% | -1% | -1% | -16% | 19% | 1% | 2%
COc1cccc(-n2cnc3sc4c(c3c2=O)CCC4)c1 | 10% | -9% | 5% | 5% | -12% | 2% | -2% | 7%[9.22 µM]

Some entries already given with just EPAC1 antag and EPAC1 ag.
SMILES	EPAC1 antag	EPAC1 ag
Cc1ccccc1C(=O)OCc1cnc(Cl)s1	-29%	4%
Cc1ccc(C)c(S(=O)(=O)N2CCCOC2CNC(=O)C(=O)NCCc2ccco2)c1 (configuration not stated)	-4%	13%
N#Cc1cccnc1N1CCN(C(=O)c2cccs2)CC1	-25%	5%
O=C1C(Cl)=C(N2CCN(c3ccccc3[N+](=O)[O-])CC2)C(=O)c2ccccc21	-5%	-2%
CCCc1nc(-c2cc3ccccc3[nH]c2=O)no1	-4%	-1%

Some of the compounds tested; the hit share may differ from the screen's.
